CHO-K1 Ca antag – counter-screen for M1 antagonists: effect in parental CHO-K1 cells; ATP-induced calcium, Fluo-8 fluorescence; inhibition, % at 3 µM; 0.6% of 360,000 active;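 active means inhibition above a per-plate cutoff, the plate's mean sample inhibition plus 3 SD, cut at about 24% in these data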;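 further: 0% = DMSO plus EC80 ATP and 100% = DMSO alone without ATP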
OXTR potentiate – human OXTR potentiation; activation, % at 3 µM; 0.061% of 320,000 active; CHO-OTR cells, Fluo-8 calcium fluorescence, potentiator mode; 0% = oxytocin EC15, 100% = EC100; AID 2445;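 active means activation above that plate's cutoff, the mean activation of tested compounds plus 3 SD, cut at about 6.6% in these data, passing the limit was not always enough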;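 further: 100% uses oxytocin at 75 nM as the full agonist control; some results filed as inactive read as strong as hits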
Target sequence (P30559 whole entry, looked up): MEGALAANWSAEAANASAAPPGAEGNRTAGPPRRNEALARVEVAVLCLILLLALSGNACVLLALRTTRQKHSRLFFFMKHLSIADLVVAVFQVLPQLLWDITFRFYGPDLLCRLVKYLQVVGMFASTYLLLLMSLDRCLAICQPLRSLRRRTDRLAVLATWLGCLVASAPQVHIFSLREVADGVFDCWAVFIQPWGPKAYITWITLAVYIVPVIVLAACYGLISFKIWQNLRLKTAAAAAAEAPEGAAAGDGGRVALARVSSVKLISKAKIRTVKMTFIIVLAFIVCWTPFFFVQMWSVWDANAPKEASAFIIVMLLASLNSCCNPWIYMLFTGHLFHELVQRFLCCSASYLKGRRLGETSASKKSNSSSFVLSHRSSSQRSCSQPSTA
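System: human OTR in CHO cells; Also added: sub-maximal oxytocin, roughly EC15; Timing: compound 6 min at room temperature before oxytocin, 100 s read; Technique: Fluo-8 intracellular calcium fluorescence, ex 470-495, em 515-575 nm; Controls: oxytocin EC15 low and EC100 high; Replication: singlicate.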
OXTR agonist – activates the human oxytocin receptor; AID 2435; 0.32% of 320,000 active; activation, % at 3 µM; CHO-OTR cells, Fluo-8 calcium fluorescence; normalized: DMSO 0%, oxytocin 100%;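 active means activation above the mean of all tested compounds plus 3 SD, cutoff set per screening run, cut at about 20% in these data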;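 further: peak over basal fluorescence ratio from a 100 s FLIPR kinetic read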
TAAR1 antag – antagonists of human TAAR1; Q96RJ0; 1.5% of 360,000 active; AID 624466; CHO RD-HGA16 TAAR1, Fluo-8 calcium fluorescence, antagonist; inhibition, % at 3 µM;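 active means inhibition above a per-plate cutoff, the mean inhibition of test compounds on that plate plus 3 SD, cut at about 49% in these data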;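 further: 0% = DMSO plus EC80 beta-PEA response and 100% = DMSO alone without agonist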
Target sequence (Q96RJ0 whole entry, looked up): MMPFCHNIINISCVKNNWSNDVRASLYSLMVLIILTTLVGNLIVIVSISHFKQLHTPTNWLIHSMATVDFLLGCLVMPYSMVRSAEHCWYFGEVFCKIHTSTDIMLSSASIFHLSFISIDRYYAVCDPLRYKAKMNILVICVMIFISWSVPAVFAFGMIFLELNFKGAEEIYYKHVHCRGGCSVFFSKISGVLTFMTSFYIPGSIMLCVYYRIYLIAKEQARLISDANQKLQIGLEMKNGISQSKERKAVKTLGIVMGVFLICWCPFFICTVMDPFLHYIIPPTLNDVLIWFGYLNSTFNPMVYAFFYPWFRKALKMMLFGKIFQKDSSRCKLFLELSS
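Test system: RD-HGA16 CHO cells with stable hTAAR1 and Gα16 / Probe or stimulus: EC80 β-phenethylamine stimulus / Times: seeding 17-24 h prior, 75-min 37 °C, 30-min RT dye loading / Detection: Fluo-8 calcium-sensitive fluorescence / Read-out basis: % inhibition scaled between DMSO and EC80 PEA controls / Repeats: singlicate, one well per test compound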
CHO-K1 Ca PAM – nonselective activator or artifact in parental CHO-K1 calcium assay; ATP EC20, Fluo-8 calcium fluorescence; 0% at ATP EC20, 100% at ATP max; activation, % at 3 µM; 0.02% of 360,000 active;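 active means activation above the run cutoff, the mean activation of all test compounds plus 3 SD, cut at about 40% in these data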;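 further: peak over basal fluorescence ratio in a 140 s read after ATP addition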
V1R ag counter – counter-screen for oxytocin receptor agonists: human V1a receptor agonists; CHO-V1R cells, Fluo-8 calcium fluorescence, agonist mode; 0% DMSO, 100% 3 nM vasopressin; activation, % at 3 µM; P37288; 0.25% of 320,000 active;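 active means activation above the mean activation of all tested compounds plus 3 SD, per screening run, cut at about 20% in these data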;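 further: signal is peak over basal fluorescence ratio across a 100 second FLIPR read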
M1 ag parental – counter-screen for M1 agonists: effect in parental CHO-K1 cells. 0.48% of 360,000 active. Fluo-8 calcium fluorescence; scaled to maximal ATP response, vehicle zero. activation, % at 3 µM; in the data active means activation above about 15%;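 further: untransfected CHO-K1 host cells lacking M1 receptor as counterscreen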
CHO parental Ca – signal in parental CHO cells, OX1R antagonist counter-screen; 0.63% of 330,000 active; parental CHO-K1, ATP-induced calcium, Fluo-8 fluorescence; inhibition, % at 5.6 µM;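 active means inhibition above that plate's mean sample inhibition plus 3 SD, cut at about 26% in these data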;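 further: 0% = ATP-challenged DMSO wells and 100% = DMSO wells without ATP; some compounds past the cut are filed as inactive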
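Test system: untransfected parental CHO cell line. Compound: one dose, 5.6 µM nominal. Detection: intracellular calcium via Fluo-8 no-wash fluorescent dye. Measure: % inhibition. Benchmarks: ATP-challenged DMSO wells low, unchallenged DMSO wells high.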
GPR7 antagonist – human neuropeptides B/W receptor 1 antagonism; P48145; GPR7-expressing cells, fluorescence antagonist assay; inhibition, % at 4.4 µM; 1.1% of 290,000 active; AID 1861; in the data active means inhibition above about 16%, passing the limit was not always enough;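 further: cells stimulated with the agonist NPW; 0% = agonist with vehicle and 100% = vehicle without agonist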
Target sequence (P48145 whole entry, looked up): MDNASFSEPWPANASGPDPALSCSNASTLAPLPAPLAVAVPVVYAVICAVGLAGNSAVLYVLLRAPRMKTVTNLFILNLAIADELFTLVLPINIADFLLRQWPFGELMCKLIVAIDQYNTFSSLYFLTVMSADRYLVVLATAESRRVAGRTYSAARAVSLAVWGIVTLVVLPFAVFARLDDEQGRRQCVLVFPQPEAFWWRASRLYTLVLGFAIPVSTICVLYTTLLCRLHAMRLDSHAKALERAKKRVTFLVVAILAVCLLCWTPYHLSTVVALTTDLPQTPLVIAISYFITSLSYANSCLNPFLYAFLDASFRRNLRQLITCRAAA
Starred values were filed as active, the others as inactive; · = no result given.

Sequence of screens: CHO-K1 Ca antag | OXTR potentiate | OXTR agonist | TAAR1 antag | CHO-K1 Ca PAM | V1R ag counter | M1 ag parental | CHO parental Ca | GPR7 antagonist
> CCCCCCc1c(C)[nH]c2nc3ccccc3n2c1=O
  8 | -5 | -0.4 | -1 | -2 | 0.5 | 0.2 | 2 | -13
> O=C(OCC(=O)N1CCN(c2ccccc2)CC1)c1ccc2ccccc2n1
  -14 | -3 | 0.1 | 4 | -1 | 0.7 | 1.1 | -20 | -15
> CCC(=O)Nc1cc(C(=O)OCc2ccc(C(=O)Oc3ccccc3)cc2)ccc1C
  -7 | -10 | -0.2 | 12 | 15 | 0.1 | 0.4 | 10 | -15
> CC(=O)Nc1ccc(S(=O)(=O)NCCC(=O)OC(C)C(=O)c2ccc(C)cc2)cc1 (stereo not drawn)
  8 | -11 | 3.4 | 28 | 5 | 9.9 | 10 | 18 | 27*
> Cc1cc(NC(=S)NC(=O)/C=C/c2ccc(S(=O)(=O)N3CCOCC3)cc2)ccc1Br
  -1 | -7 | -0.3 | 11 | 3 | 0.7 | 0.0 | -9 | -3
> Cc1cc(C)c(C(N)=O)c(NC(=O)Nc2ccccc2Cl)n1
  12 | -3 | -0.1 | 0 | -4 | -0.3 | -0.1 | -4 | -9
> CC(C)(C)c1ccc(-c2nc(C#N)c(NCc3ccncc3)o2)cc1
  -14 | -2 | 1.6 | -15 | 17 | 0.0 | 0.3 | -5 | -8
> O=C1c2ccccc2C(=O)N1CCCCc1cn(C[C@H]2CC[C@@H]([C@@H]3CC[C@H](Cn4cc(CCCCN5C(=O)c6ccccc6C5=O)nn4)O3)O2)nn1
  -9 | -8 | 6.6 | 55* | -7 | 7.5 | 13 | -24 | ·
> Cc1nn(C)c(Cl)c1NC(=O)OCc1ccc(F)cc1
  0 | -8 | 8.3 | 3 | 13 | 4.8 | 2.1 | -5 | 8
> COc1ccc(C(=O)COC(=O)c2sccc2C)cc1OC
  -6 | -4 | 1.5 | 8 | -9 | 0.4 | 1.2 | -8 | ·
> Cc1ccc(OCc2cc(C(=O)Nc3ccccc3)oc2C)cc1
  -6 | 1 | -1.3 | 23 | 11 | -0.9 | -0.1 | -20 | 0
> Cc1cc(C)c(S(=O)(=O)N(C)CC(=O)NCCN2CCOCC2)c(C)c1
  2 | -8 | -0.3 | -22 | 7 | 0.2 | 0.4 | -4 | 9
> CCN(CC)C(=O)C1CCCN(c2ccccc2[N+](=O)[O-])C1 (stereo not drawn)
  4 | 0 | -0.3 | 14 | -1 | 1.8 | -0.3 | -18 | -7
> CCc1nc(SCC(=O)Nc2cc(C)on2)n[nH]1
  -8 | -8 | -0.6 | -5 | 16 | -0.3 | 0.6 | -3 | -11
> Cc1ccc2nc(-c3ccc(NC(=O)C4CCCO4)cc3)[nH]c2c1 (stereo not drawn)
  -27 | -8 | 0.3 | 9 | 9 | 0.9 | 1.0 | 1 | -4
> CCOC(=O)N1CCN(CCc2ccccc2)CC1
  -2 | -2 | -0.7 | -19 | 1 | -0.2 | 12 | -7 | -21
> CCN(CC)c1ncnc2c1ncn2[C@H]1CN(Cc2ccc(-c3ccccc3)cc2)C[C@@H](CO)O1
  6 | · | · | 1 | -9 | · | 2.4 | · | ·
> CSc1nnc([C@H](Cc2c[nH]c3ccccc23)NC(=O)OC(C)(C)C)o1
  -6 | -12 | 1.2 | -4 | 7 | -0.1 | 2.7 | -16 | -9
> O=C(CCNC(=O)c1ccco1)Nc1ccc(OC(F)F)cc1
  -5 | -3 | 0.3 | -10 | 0 | 0.7 | 1.4 | 3 | -7
> CCCOc1ccc(N2CC(C(=O)Nc3ccccc3C(=O)NC)CC2=O)cc1 (stereo not drawn)
  -2 | -1 | -0.2 | -13 | 9 | 1.8 | 5.2 | -8 | -10
> COc1ccccc1-c1c(C)oc2c(CN3CCN(CCO)CC3)c(O)ccc2c1=O
  -11 | · | · | -22 | 18 | · | 1.1 | · | -4
> CCCN(C(=O)c1cc(C)ccc1C)c1c(N)n(Cc2ccccc2)c(=O)[nH]c1=O
  -17 | 3 | 0.4 | 2 | 9 | -0.3 | 0.6 | -18 | ·
> COCCn1cnnc1SCC(=O)Nc1ccc(N2CCCCC2)cc1
  8 | -1 | -0.4 | 11 | -21 | 1.0 | 0.1 | -5 | ·
> CCCc1cc(=O)oc2c(C)c(OCC(=O)N3CCC(C(N)=O)CC3)ccc12
  0 | 0 | -0.1 | -1 | 12 | 1.1 | 0.3 | -4 | -8
> CC(=O)Nc1ccc(-c2ccnc3c2CC(C(=O)Nc2cccc(OC(F)(F)F)c2)O3)cc1 (stereo not drawn)
  2 | · | · | 9 | -12 | · | 1.0 | · | ·
> NC(=O)CNC(=O)C1CCCc2c1[nH]c1ccc(Cl)cc21 (stereo not drawn)
  -6 | 0 | -0.4 | 8 | 12 | -0.5 | 0.8 | -7 | -11
> CC(Oc1ccccc1)C(=O)N=C1SC2CS(=O)(=O)CC2N1Cc1ccccc1 (stereo not drawn)
  -8 | -7 | -0.8 | 3 | -1 | -0.8 | 1.2 | -15 | -16
> Cc1ccc(Cl)c(OC(=O)C2CSC3(C)CCC(=O)N23)c1 (stereo not drawn)
  9 | -2 | -2.0 | -9 | -19 | 0.3 | -0.1 | -5 | ·
> CCc1ccc(NC(=O)c2nc(S(=O)(=O)Cc3ccccc3)ncc2Cl)cc1
  30* | -8 | -1.3 | 37 | -16 | 0.5 | 0.8 | 57* | 56*
> Cc1ccc(-c2nn(-c3ccccc3)cc2/C=C2\SC(=S)N(CCCCCC(=O)O)C2=O)o1
  -9 | -4 | -0.2 | 8 | -4 | 1.1 | 0.5 | -16 | 4
> COc1ccc(-c2c(C)cc3oc(=O)cc(-c4ccccc4)c3c2C)cc1F
  0 | · | · | -1 | -12 | · | -0.2 | -20 | ·
> Cc1ccc(C2NC(=NCc3ccccc3)Nc3nc(C)cc(=O)n32)cc1 (stereo not drawn)
  10 | 1 | -0.5 | -26 | -6 | -1.3 | 11 | -9 | 26*
> Cc1[nH]c(C)c2c(=O)[nH]ncc12
  7 | -5 | -0.6 | -42 | -11 | 0.5 | -0.1 | -3 | -3
> O=C(Nc1ccc2oc(=O)ccc2c1)c1ccc(-c2cccc(Cl)c2)o1
  -11 | -2 | 2.0 | -11 | 20 | -0.1 | 0.8 | -11 | 3
> Cc1nn(C)c(C)c1NC(=O)c1ccnn1C
  -5 | -3 | -0.3 | -9 | 6 | 0.2 | -0.3 | -9 | -10
> CCOc1cc(CNCc2cccs2)ccc1OCC(=O)NC(C)(C)C
  -10 | -12 | 2.7 | -8 | 21 | 2.1 | 5.0 | -17 | -9
> Cc1nnc(NC(=O)C2CCCN2S(=O)(=O)c2ccc(Cl)cc2)s1 (stereo not drawn)
  -9 | 10 | 1.3 | -3 | 26 | -0.2 | -0.3 | -5 | -13
> CCN(CC)S(=O)(=O)c1ccc(=O)[nH]c1
  -8 | -11 | -0.2 | -15 | -2 | 0.2 | 0.6 | -1 | 2
> CCO[C@H]1OC(C(=O)NC2CC2)=C[C@@H](c2coc3ccccc3c2=O)[C@@H]1CCCO
  -6 | -4 | 0.5 | 3 | 3 | 0.7 | -0.1 | -5 | -7
> O=C(O)c1ccnc(C(=O)O)c1
  -18 | -1 | 0.6 | 8 | 21 | 0.2 | -0.5 | 4 | -2
> COC(=O)[C@H](CC(C)C)NC(=O)Nc1ccc2c(c1)OCCO2
  8 | -7 | 0.2 | -1 | -1 | 0.3 | -0.1 | 3 | -7
> O=C(O)CC1=C(O)C(=O)N(c2ccccc2)C1c1ccccc1 (stereo not drawn)
  1 | -12 | 0.4 | 9 | 17 | -0.3 | 0.1 | 1 | -5
> Clc1ccccc1N1CCN(Cc2ccc(Br)o2)CC1
  -8 | 1 | -3.2 | -13 | 18 | -0.6 | 0.6 | -25 | ·
> NS(=O)(=O)c1cccc(NC(=O)CSc2nn(-c3ccccc3)c(=S)s2)c1
  -4 | -11 | -1.4 | -15 | 24 | -0.2 | 2.2 | 8 | -13
> O=[N+]([O-])c1ccccc1NCCNc1ncc(C(F)(F)F)cc1Cl
  -18 | -13 | -2.4 | 14 | 23 | -0.9 | 0.4 | -33 | -7
> CC(C)C[C@H]1CN(CCCC[C@H]2CNC(=O)C(=O)N2CCc2ccccc2)C(=O)C(=O)N1CCc1ccccc1
  -8 | · | · | -3 | -8 | · | 0.2 | · | ·
> CC(=O)Oc1ccc2occ(/C=N/c3cc(=O)[nH]c(=S)[nH]3)c(=O)c2c1
  9 | -8 | -2.6 | -29 | -24 | -1.0 | -0.6 | -8 | 1
> CCC(Sc1ccccn1)C(=O)Nc1cccc([N+](=O)[O-])c1 (stereo not drawn)
  2 | -4 | -2.3 | 15 | -5 | -0.2 | 0.0 | -23 | -2
> COc1ccc(CNC(=O)COC(=O)CCOc2ccc(C)cc2)cc1
  -5 | -1 | -1.9 | -21 | 6 | -1.7 | -0.1 | 6 | ·
> CC(C)N(C)c1ncnc2c1ncn2[C@H]1CN(Cc2ccncc2)C[C@@H](CO)O1
  -15 | · | · | -21 | 18 | · | 0.6 | · | ·
> CCN(CC(=O)Nc1ccc(OC)cc1)C(=O)c1ccc(Cl)c(S(=O)(=O)N2CCCC2)c1
  -8 | -1 | 0.0 | 1 | -15 | 0.7 | 0.5 | -27 | ·

A different layout for part of the listing above.
molecule | CHO-K1 Ca antag | OXTR potentiate | OXTR agonist | TAAR1 antag | CHO-K1 Ca PAM | V1R ag counter | M1 ag parental | CHO parental Ca | GPR7 antagonist
CC(C)C[C@H]1CN(CCCC[C@H]2CNC(=O)C(=O)N2CCc2ccccc2)C(=O)C(=O)N1CCc1ccccc1 | -8 | · | · | -3 | -8 | · | 0.2 | · | ·
CC(=O)Oc1ccc2occ(/C=N/c3cc(=O)[nH]c(=S)[nH]3)c(=O)c2c1 | 9 | -8 | -2.6 | -29 | -24 | -1.0 | -0.6 | -8 | 1
CCC(Sc1ccccn1)C(=O)Nc1cccc([N+](=O)[O-])c1 (stereo not drawn) | 2 | -4 | -2.3 | 15 | -5 | -0.2 | 0.0 | -23 | -2
COc1ccc(CNC(=O)COC(=O)CCOc2ccc(C)cc2)cc1 | -5 | -1 | -1.9 | -21 | 6 | -1.7 | -0.1 | 6 | ·
CC(C)N(C)c1ncnc2c1ncn2[C@H]1CN(Cc2ccncc2)C[C@@H](CO)O1 | -15 | · | · | -21 | 18 | · | 0.6 | · | ·
CCN(CC(=O)Nc1ccc(OC)cc1)C(=O)c1ccc(Cl)c(S(=O)(=O)N2CCCC2)c1 | -8 | -1 | 0.0 | 1 | -15 | 0.7 | 0.5 | -27 | ·
